Compound activity as filed in PubChem.
ABHD5 PLIN5 PPI = inhibitors of human ABHD5-perilipin-5 interaction. Q00G26+Q8WTS1. Split G. princeps luciferase complementation, luminescence, 4 h. inhibition, % at 4 µM. 360,000 tested, 0.78% active. AID 602281;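 active means inhibition above the mean inhibition across every tested compound plus 3 SD, cut at about 22% in these data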;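 further: 0% = DMSO only wells and the 100% control is not disclosed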
NR5A2 inv ag = inverse agonists of human LRH-1 (NR5A2) | HEK293T StAR-luciferase reporter, LRH-1 transfected, 24 h | O00482 | 360,000 tested, 0.13% active | inhibition, % at 3.6 µM;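 active means inhibition above the mean inhibition of all tested compounds plus 3 SD, cut at about 73% in these data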;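 further: 0% = DMSO wells and 100% = reporter-only cells lacking LRH-1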
Target sequence (O00482 whole entry, looked up): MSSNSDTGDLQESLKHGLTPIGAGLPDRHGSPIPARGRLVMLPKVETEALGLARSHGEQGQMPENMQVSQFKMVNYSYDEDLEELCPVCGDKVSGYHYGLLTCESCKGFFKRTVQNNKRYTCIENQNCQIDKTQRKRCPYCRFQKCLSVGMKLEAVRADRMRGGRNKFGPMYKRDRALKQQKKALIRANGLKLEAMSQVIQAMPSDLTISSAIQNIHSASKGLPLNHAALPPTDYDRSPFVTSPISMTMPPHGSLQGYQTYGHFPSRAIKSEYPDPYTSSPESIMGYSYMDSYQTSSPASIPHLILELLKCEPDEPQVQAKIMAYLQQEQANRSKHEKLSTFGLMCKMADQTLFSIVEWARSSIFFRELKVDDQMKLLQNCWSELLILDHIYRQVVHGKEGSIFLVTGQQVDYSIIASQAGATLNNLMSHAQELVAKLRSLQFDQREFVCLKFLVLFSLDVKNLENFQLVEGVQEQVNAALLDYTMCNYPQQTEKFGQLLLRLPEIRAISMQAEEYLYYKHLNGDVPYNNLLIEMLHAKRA
COUP-TFII inh = inhibitors of human COUP-TFII (NR2F2); P24468; HEK293T NGFI-A luciferase reporter, luminescence; inhibition, % at 8.6 µM; 370,000 tested, 0.7% active; AID 686940;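 active means inhibition above a per-plate cutoff, mean inhibition of test wells between control levels plus 3 SD, cut at about 38% in these data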;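 further: cells cotransfected with COUP-TFII expression vector driving the NGFI-A reporter; 0% = median of COUP-TF2 test wells and 100% = reporter-only cells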
Target sequence (P24468 whole entry, looked up): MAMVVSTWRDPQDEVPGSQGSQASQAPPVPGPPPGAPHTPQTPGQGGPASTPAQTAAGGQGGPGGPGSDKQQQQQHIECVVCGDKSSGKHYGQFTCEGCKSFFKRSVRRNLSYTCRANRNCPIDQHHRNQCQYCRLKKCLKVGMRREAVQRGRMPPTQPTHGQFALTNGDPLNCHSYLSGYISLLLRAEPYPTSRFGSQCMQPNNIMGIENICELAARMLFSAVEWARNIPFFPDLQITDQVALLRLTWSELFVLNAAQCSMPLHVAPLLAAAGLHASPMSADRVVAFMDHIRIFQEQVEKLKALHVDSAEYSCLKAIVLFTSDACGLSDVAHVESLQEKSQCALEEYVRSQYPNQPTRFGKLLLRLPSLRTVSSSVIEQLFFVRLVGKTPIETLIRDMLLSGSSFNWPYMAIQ
TLR9-MyD88 block = TLR9-MyD88 interaction inhibition; inhibition, % at 4.98 µM; 340,000 tested, 0.21% active; CHO BLA complementation TLR9-MyD88, CCF4 FRET ratio;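 active means inhibition above the mean over all tested compounds plus 3 SD, cut at about 21% in these data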;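 further: 0% = DMSO only wells and 100% = clavulanate BLA inhibitor control wells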
SRC3 inh = human NCOA3 inhibition | 360,000 tested, 0.17% active | inhibition, % at 3.6 µM | AID 588352 | HEK293 GAL4-SRC3 luciferase reporter, luminescence | Q9Y6Q9;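 active means inhibition above a per-campaign cutoff, the mean of all compounds plus 3 SD, cut at about 60% in these data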;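 further: 0% = DMSO-treated cells and 100% = gossypol-treated cells at 36 µM; higher means less SRC3-driven luciferase light from the GAL4 reporter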
SRC1 inh = human NCOA1 inhibition; Q15788; HEK293 GAL4-SRC1 luciferase reporter, luminescence; inhibition, % at 3.6 µM; 360,000 tested, 0.12% active;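 active means inhibition above the campaign mean plus 3 SD, with each screening campaign given its own cutoff, cut at about 60% in these data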;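 further: 0% = DMSO treated cells and 100% = gossypol at 36 µM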
EBV LMP1 NFkB = reduces LMP1-driven NF-kappaB luciferase signal. LMP1-induced NF-kappaB luciferase reporter cells, luminescence. inhibition, % at 12.5 µM. 350,000 tested, 0.69% active. AID 504558; in the data active means inhibition above about 41%;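 further: 0% = neutral control wells and 100% = reference inhibitor control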
MC4R antagonist = antagonists of human melanocortin 4 receptor (MC4R). 360,000 tested, 0.48% active. MC4R-expressing cells, MTII-stimulated cAMP, LANCE TR-FRET. inhibition, % at 6.5 µM. P32245;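 active means inhibition above its plate's cutoff, the mean of tested wells on that plate plus 3 SD, cut at about 29% in these data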;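 further: 0% = Melanotan II alone and 100% = Melanotan II plus saturating MCL0020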
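System: U2OS cells stably expressing human melanocortin 4 receptor (MC4R). Reagent: Melanotan II challenge after compound preincubation. Doses: 6.5 µM. Times: 30-min compound, 1-h challenge, 1-h detection, room temperature. Measured by: TR-FRET with Eu-cAMP and labeled anti-cAMP, 671 nm. Replicates: singlicate.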
NOD2 RIPK2 PPI = NOD2-RIPK2 protein interaction inhibition | 360,000 tested, 0.38% active | CHO BLA complementation NOD2-RIPK2, CCF4 ratio | O43353 | inhibition, % at 4.98 µM; in the data active means inhibition above about 21%;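 further: 0% = vehicle only and 100% = reference blocker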
MC4R ag barr = activates human MC4R beta-arrestin recruitment. U2OS MC4R beta-arrestin complementation, luminescence; percent of melanotan II response, DMSO zero. 360,000 tested, 0.98% active. P32245. activation, % at 8.9 µM;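 active means activation above a per-plate cutoff, the mean activation of sample wells on that plate plus 3 SD, cut at about 8% in these data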
NCOA2 inhibitor = human SRC2 (NCOA2) inhibition; Q15596; AID 651957; inhibition, % at 9 µM; 370,000 tested, 0.17% active; HEK293 GAL4-SRC2 luciferase reporter, luminescence;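 active means inhibition above the mean inhibition of all tested compounds plus 3 SD, set per campaign, cut at about 52% in these data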;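 further: 0% = DMSO treated cells and 100% = cells given Gossypol at 36 µM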
* marks the source's active call; other numbers are inactive results; · = not tested or not shown. These rows are one share of the data; rates above refer to the full screens.

SMILES	ABHD5 PLIN5 PPI	NR5A2 inv ag	COUP-TFII inh	TLR9-MyD88 block	SRC3 inh	SRC1 inh	EBV LMP1 NFkB	MC4R antagonist	NOD2 RIPK2 PPI	MC4R ag barr	NCOA2 inhibitor
Cc1nn(-c2ccccc2)nc1C(=O)NNC(=O)c1cccc2ccccc12	0	4	-6	-3	19	3	-1	0	3	-1.3	-1
CC1CC(C)CN(C(=O)C2CC(=O)N(c3ccc(F)cc3)C2)C1 (stereo not given)	8	-9	-5	-4	3	-5	0	9	-3	-0.8	19
CCN(CC(=O)NCc1ccc(Cl)cc1)C(=O)c1cc(OC)cc(OC)c1	-6	-16	53*	-2	3	-2	-3	14	-3	0.6	-7
Cc1ccccc1C(=O)Nc1ccc(S(=O)(=O)N2CCOCC2)cc1	9	-1	·	7	6	1	7	10	-7	-1.2	·
Cc1nnc(SC(C)C(=O)NCC2CCCO2)n1-c1ccccc1 (stereo not given)	3	0	0	-4	6	-23	-6	2	-4	-2.5	-13
Cc1ccc(S(=O)(=O)N2[C@H](c3ccccc3)CC(=O)[C@@H]3CN(S(=O)(=O)c4ccccc4)[C@H](c4ccccc4)C[C@@H]32)cc1	5	-2	7	·	4	17	·	·	-15	·	11
Nc1nc(NCC2CCCO2)nc(Nc2ccc(Cl)cc2)c1[N+](=O)[O-] (stereo not given)	-6	-8	-8	-6	12	0	-5	17	-14	-2.5	-20
COc1ccc(N(CC(=O)NCCc2ccccc2)C(=O)CCC(=O)Nc2nccs2)c(OC)c1	4	-2	4	2	11	5	-3	12	-1	-0.2	-3
C=Cc1ccc(Cn2c(C)c(C(=O)NCc3ccc(C#N)cc3)sc2=O)cc1	-14	12	19	·	-10	-19	·	22	-4	0.9	-11
CC1c2[nH]c3ccccc3c2C[C@H]2C(=O)N(CCCN(C)C)CC(=O)N12 (stereo not given in full)	5	21	18	1	0	-9	-3	5	6	-1.0	-21
CCCCn1c(=O)[nH]c(=O)c2c1nc(Cn1ncc(Cl)c(Cl)c1=O)n2CCC	12	-1	-6	16	8	-7	-46	-38	40*	-2.8	-15
O=S(=O)(c1ccc(F)cc1)N1CCN(Cc2nnc(-c3ccccc3)o2)CC1	-1	5	28	-2	4	-11	-10	-2	8	-2.7	7
C/C(=N\OC(=O)c1c(-c2ccccc2Cl)noc1C)c1ccncc1	3	0	10	-5	17	18	6	7	-4	-1.7	-12
Cn1nc(C(C)(C)C)cc1C(=O)N1CCCCC1c1cc(C(=O)NCc2ccccc2)no1 (stereo not given)	-2	11	28	·	-8	4	·	-8	-3	0.1	8
CC(=O)c1ccc(-n2c(CCC(=O)O)ccc2-c2ccc(C)cc2)cc1	5	3	·	-1	-4	-3	-11	30*	1	-0.8	·
O=C(CSc1ccccc1)Nc1ccc(C(=O)Nc2cccc(O)c2)cc1	-3	-23	-24	13	-26	-17	-1	12	-1	-3.2	-12
O=C(CCc1ccccn1)NC1CCCc2c1cnn2-c1ccc(F)cc1F (stereo not given)	-8	4	12	-11	26	6	6	10	-2	-2.8	-4
CCOCc1nnc(NC(=O)C2CCN(C(=O)c3ccco3)CC2)s1	1	13	-11	-4	17	-15	1	-6	3	-1.0	-2
COc1ccc(/C=N/Nc2cc(C)nc(-n3nc(C)cc3C)n2)c(OC)c1	7	5	7	7	21	8	4	-13	-10	-3.8	3
Fc1ccc(OCc2nc3ccccc3s2)cc1	-3	-112	-68	-10	-95	-103	-50	-4	0	-1.2	-77
O=C(c1ccccc1CCc1ccccc1)N1CCOCC1	5	12	-5	-13	16	-7	7	8	-6	-0.5	-17
Cc1nn(-c2ccc(F)cc2)c(Cl)c1/C=C(\CCC(=O)O)c1nc2ccccc2s1	-5	10	-11	6	-8	3	7	0	-2	-0.2	-6
Cn1c(=O)[nH]c(=O)c2c1nc(SCC(O)CO)n2CCCc1ccccc1 (stereo not given)	-7	-13	9	-5	-23	10	10	18	-3	2.6	17
CCc1ccc(S(=O)(=O)NC2CCCCNC2=O)cc1 (stereo not given)	-11	-17	3	-2	2	-8	4	3	-13	2.2	-10
CCC(C)[C@H]1CNC(=O)C(=O)N1CC1CCCCC1 (stereo not given in full)	-3	26	6	·	·	·	·	·	-13	·	14
CCOc1ccc(CN(C)C(=O)CNC(=O)C2CCCCC2)cc1OC	2	8	-5	-2	-8	-16	-4	5	0	-1.5	13
CC(CN1CCC(O)CC1)c1ccccc1 (stereo not given)	3	9	-7	9	0	-39	-10	7	7	-0.2	0
CCn1c(CC(=O)Nc2cccc(OC)c2)nnc1SCC(=O)N1CCN(c2ccccc2)CC1	-1	5	12	-4	6	6	0	4	4	0.1	7
CCOC(=O)N1CCN(S(=O)(=O)c2ccc(C(=O)NNc3nc4ccc(Cl)cc4s3)cc2)CC1	3	15	·	6	6	14	19	15	3	-0.6	·
COc1c2ccoc2cc2oc(=O)ccc12	-1	30	5	-1	22	-11	-9	12	-2	-1.5	-9
O=C(CCN1CCCCC1)N1CCc2c([nH]c3ccccc23)C1c1cccnc1 (stereo not given)	8	-20	-13	-12	-6	2	0	1	13	-2.9	0
O=C(NCC1CCCO1)c1cccc(NS(=O)(=O)c2ccc(Br)cc2)c1 (stereo not given)	3	-22	-5	2	22	-6	-4	9	5	-0.4	-1
Cn1c2ccccc2n2c(=O)c(=O)n(CC(=O)c3ccc(Cl)cc3)nc12	2	-1	2	7	11	3	-6	11	0	-0.4	-16
CN(C)C(=S)N=c1ssc(=S)n1Cc1ccccc1	-20	7	25	11	15	-8	-4	-11	-10	-2.5	4
O=c1c(-c2ccc(Cl)cc2)[n+]([O-])c2ccccc2n1OCc1ccccn1	2	-12	6	5	-4	-11	0	4	1	-2.0	-5
CC[n+]1cc(C)ccc1/C=C/c1ccc(N(C)C)cc1	9	70	74*	0	35	20	19	-34	13	-1.0	-18
O=C(c1ccc(Cl)c(S(=O)(=O)NCc2ccco2)c1)N1CCN(c2ccc(F)cc2)CC1	-2	-5	0	-8	7	5	-4	18	12	-0.8	6
O=C1CC(N2CCN(S(=O)(=O)c3ccccc3F)CC2)C(=O)N1c1ccc(F)cc1F (stereo not given)	-7	3	9	-10	-11	-4	0	5	6	-0.3	5
C=CCn1c(-c2ccc3ncccc3c2)n[nH]c1=S	10	6	2	-2	22	21	-11	4	1	3.1	-13
Cc1cc(C)c(NC(=O)NC2CCCCC2)c(C)c1	-3	7	-3	8	6	3	-4	-5	-8	-0.9	-18
C=CCn1c(SCc2ccccc2C#N)nnc1-c1ccccc1O	-5	4	16	6	9	-3	2	-4	0	-1.3	-31
O=C(N/C(=C\c1cccc([N+](=O)[O-])c1)C(=O)N(CCO)CCO)c1ccco1	16	-2	8	0	9	12	4	-8	3	0.3	14
CCN(CC)S(=O)(=O)c1cccc(-c2n[nH]c(=S)n2/N=C/c2ccc(OC)cc2)c1	-12	24	-2	-11	12	-6	-8	11	-10	-2.7	-4
Cn1nc(-c2ccc(OCC(=O)Nc3ccccc3)cc2)c2ccccc2c1=O	7	-3	13	2	-8	11	-2	6	2	0.1	-25
COc1ccc(-c2nn(-c3ccccc3)cc2/C=N/Nc2ccc3ccccc3n2)cc1OC	-11	-67	0	-3	-22	-7	-8	2	4	-1.7	8

Gathered by group, the compounds so far with an aryl methoxy group.
SMILES	ABHD5 PLIN5 PPI	NR5A2 inv ag	COUP-TFII inh	TLR9-MyD88 block	SRC3 inh	SRC1 inh	EBV LMP1 NFkB	MC4R antagonist	NOD2 RIPK2 PPI	MC4R ag barr	NCOA2 inhibitor
CCN(CC(=O)NCc1ccc(Cl)cc1)C(=O)c1cc(OC)cc(OC)c1	-6	-16	53*	-2	3	-2	-3	14	-3	0.6	-7
COc1ccc(N(CC(=O)NCCc2ccccc2)C(=O)CCC(=O)Nc2nccs2)c(OC)c1	4	-2	4	2	11	5	-3	12	-1	-0.2	-3
COc1ccc(/C=N/Nc2cc(C)nc(-n3nc(C)cc3C)n2)c(OC)c1	7	5	7	7	21	8	4	-13	-10	-3.8	3
CCOc1ccc(CN(C)C(=O)CNC(=O)C2CCCCC2)cc1OC	2	8	-5	-2	-8	-16	-4	5	0	-1.5	13
CCn1c(CC(=O)Nc2cccc(OC)c2)nnc1SCC(=O)N1CCN(c2ccccc2)CC1	-1	5	12	-4	6	6	0	4	4	0.1	7
COc1c2ccoc2cc2oc(=O)ccc12	-1	30	5	-1	22	-11	-9	12	-2	-1.5	-9
CCN(CC)S(=O)(=O)c1cccc(-c2n[nH]c(=S)n2/N=C/c2ccc(OC)cc2)c1	-12	24	-2	-11	12	-6	-8	11	-10	-2.7	-4
COc1ccc(-c2nn(-c3ccccc3)cc2/C=N/Nc2ccc3ccccc3n2)cc1OC	-11	-67	0	-3	-22	-7	-8	2	4	-1.7	8

Further results:
SMILES	ABHD5 PLIN5 PPI	NR5A2 inv ag	COUP-TFII inh	TLR9-MyD88 block	SRC3 inh	SRC1 inh	EBV LMP1 NFkB	MC4R antagonist	NOD2 RIPK2 PPI	MC4R ag barr	NCOA2 inhibitor
Cn1c(SCC(=O)NNC(=O)c2ccccc2)nnc1C1CC1	-6	-13	16	-2	-4	14	-2	11	1	-2.0	-20
CCN(CC)C(=O)c1cc2c(=O)n3ccccc3nc2s1	-5	-38	-28	-6	-44	-39	-16	1	-2	0.8	-41
NC(CSC12CC3CC(CC(C3)C1)C2)C(=O)O (stereo not given)	3	3	7	5	17	3	-2	10	3	-1.1	7
O=C(COc1ccc(Cl)cc1Br)NCC(c1ccco1)N1CCCC1 (stereo not given)	0	-20	-8	-4	-17	6	-1	6	11	0.3	0
COc1ccc(-c2csc(NC3OC(=O)c4c3ccc(OC)c4OC)n2)cc1OC (stereo not given)	34*	-16	-3	4	-9	-40	16	-36	12	-1.6	16
CCCN1CCN(C(=O)CN2C(=O)CC(C)(C)S(=O)(=O)c3ccccc32)CC1	0	2	22	4	8	-9	-3	7	-1	-0.1	9
